# Screens as filed in PubChem.
# LmPK inhibitor: inhibitors of Leishmania mexicana pyruvate kinase. Q27686. purified LmPK, Kinase-Glo ATP luminescence, 1 h. Potency, µM (titrated, usually from 57.5 µM), inactives show at the top dose activity change, negative = inhibition, actives largely listed as inhibitors. 290,000 tested, 0.37% active. AID 1721; further: potency means the concentration at half of the fitted maximal effect; on the % scale 0 is the no-effect control and ±100 the full control effect
# Target sequence (Q27686 whole entry, looked up): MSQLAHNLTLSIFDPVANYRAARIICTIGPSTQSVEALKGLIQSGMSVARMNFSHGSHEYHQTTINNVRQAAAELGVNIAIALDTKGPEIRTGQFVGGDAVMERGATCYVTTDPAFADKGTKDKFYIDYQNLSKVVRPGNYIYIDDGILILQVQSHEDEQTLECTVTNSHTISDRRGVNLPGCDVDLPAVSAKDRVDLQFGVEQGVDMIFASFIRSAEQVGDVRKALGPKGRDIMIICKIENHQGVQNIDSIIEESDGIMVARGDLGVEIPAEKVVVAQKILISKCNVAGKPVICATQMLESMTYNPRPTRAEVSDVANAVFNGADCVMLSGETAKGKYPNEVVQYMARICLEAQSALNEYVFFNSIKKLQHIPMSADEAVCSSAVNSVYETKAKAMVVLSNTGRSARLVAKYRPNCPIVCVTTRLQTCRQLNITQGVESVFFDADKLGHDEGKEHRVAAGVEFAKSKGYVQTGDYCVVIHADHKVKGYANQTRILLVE
#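 Purified LmPK (0.1 nM) converted ADP (0.1 mM) to ATP with PEP (0.5 mM) in imidazole buffer pH 7.2 with KCl and MgCl2, 1 h at room temperature. ATP was read by Kinase-Glo luminescence; data normalized to uninhibited and no-enzyme controls.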
# TbPYK inhibitor: T. brucei pyruvate kinase inhibition; 410,000 tested, 0.12% active; AID 624173; Q57TT1; TbPYK enzyme, Kinase-Glo Plus ATP luminescence, 45 min; Potency, µM (doses to about 76.8 µM), inactives show at the top dose activity, negative = inhibition, hits mostly inhibitors; further: potency means the concentration at half of the fitted maximal effect; on the % scale 0 is the no-effect control and ±100 the full control effect; nearly all actives have a fitted effect of over 50% in size
#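 ADP (130 uM final) triggers the TbPYK reaction after compound addition; incubation is 45 min at room temperature. Kinase-Glo Plus is then added and luminescence imaged. Normalized data are fitted to concentration-effect curves.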
# CHX counter: counter-screen for Shiga toxin inhibitors: cycloheximide protein synthesis inhibition; 300,000 tested, 12% active; cell reporter, cycloheximide protein synthesis inhibition counterscreen; max response, %; AID 2314; in the data active means max response mostly above about 13%, no sharp cut-off; inactive means mostly below about 14%; further: read at 38.3 µM for the half of the compounds with a filed dose; 0% is about no effect
# Pf growth 96h: P. falciparum growth inhibition at 96 hour, primary screen for plastid delayed-death inhibitors | P. falciparum luciferase reporter growth, 96 h | Potency, µM (doses to about 28.7 µM), for inactives: top-dose activity change, negative = inhibition, hits mostly inhibitors | 320,000 tested, 6.9% active | AID 504834; further: potency means the concentration at half of the fitted maximal effect; on the % scale 0 is the no-effect control and ±100 the full control effect
#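 Two parasite generations (96 h, 37 C, 5% CO2) of compound exposure in infected erythrocytes (0.05% parasitemia, 2% hematocrit). Luciferase-reporter P. falciparum; decreased luminescence indicates inhibited growth, aimed at apicoplast-acting delayed death.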
# Pf growth 48h: P. falciparum growth inhibition at 48 hours (one generation). P. falciparum luciferase growth in erythrocytes, 48 h. 310,000 tested, 5.9% active. Potency, µM (top dose mostly 28.7 µM), inactives show at the highest dose activity change, negative = inhibition, most hits filed as inhibitors. AID 504832; further: potency means the concentration at half of the fitted maximal effect; on the % scale 0 is the no-effect control and ±100 the full control effect
#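 Erythrocytes infected with P. falciparum carrying an integrated firefly luciferase reporter (2% hematocrit, 0.1% parasitemia final) were exposed to compounds in RPMI 1640 with 0.5% Albumax at 37 C, 5% CO2. Growth inhibition was scored as reduced luminescence.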
# HCV inhibitor: blocks hepatitis C virus; Huh7.5.1 HCVcc-Cre infection, luciferase reporter, 44 h; Potency, µM (top dose mostly 41.8 µM), for the others: at the top dose activity change, negative = inhibition, hits mostly inhibitors; 340,000 tested, 3.4% active; further: potency means the concentration at half of the fitted maximal effect; on the % scale 0 is the no-effect control and ±100 the full control effect
#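 Cells (1,000/well) were plated 4 h before compound, then infected with HCVcc-Cre virus (~0.5 moi). After 44 h further culture, infection was read as luciferase luminescence following a 15 min substrate incubation at room temperature.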
# Shiga toxin inh: inhibitors of Shiga toxin in Vero cells | inhibition, % at 38.7 µM | 290,000 tested, 9.2% active | Vero cells, Shiga toxin protein synthesis inhibition reporter; in the data active means inhibition mostly above about 28%, no sharp cut-off; inactive means mostly below about 43%; further: 0% is about no effect
# An asterisk follows results filed as active; i = inactive; ? = inconclusive; · = no result given; & = joins results of further samples; [ ] = remark or other dose. Unless noted, the call rests on the fitted dose curve; in most records, active means well fitted curve in the direction sought with a large enough effect; inconclusive means small, poorly fitted or top-dose-only effect, or another doubt; inactive means no such curve, though single readings can be large; an effect the other way counts as inactive or inconclusive.
SMILES,LmPK inhibitor,TbPYK inhibitor,CHX counter,Pf growth 96h,Pf growth 48h,HCV inhibitor,Shiga toxin inh
Cc1cccc(CSc2nc3ccncc3n2CC(=O)Nc2cc(C)cc(C)c2)c1,-1%,2%,6,8.3µM*,26%,-13%,-7
CC12CCC(C(=O)N(c3ccc(Cl)cc3)C1=O)C2(C)C (configuration not stated),0%,-4%,1,4%,?,6%,-11
COc1ccc(CCN(C)C2CCCN(C(=O)c3ccnn3C)C2)cc1OC (configuration not stated),8%,-10%,-2,?,?,·,-5
COc1ccc(-c2nc(-c3cccc(C(F)(F)F)c3)no2)cc1OC,19%,-2%,-4,?,·,-18%,-10
NS(=O)(=O)c1ccc(CCNc2nc(C(F)(F)F)nc3ccccc23)cc1,1%,0%,-1,3%,-26%,?,-10
O=C(COc1ccc(NS(=O)(=O)c2ccc(F)cc2)cc1)N1CCOCC1,6%,1%,7,66%[activator],3%,4%,-5
CC(C)c1ccc(-c2nc3c([nH]2)c(=O)n(C)c(=O)n3C)cc1,-5%,-6%,1,-25%,22%,7%,-9
CCN(CCCNC(=O)C1CCN(C(=O)c2cc3sccc3n2C)CC1)Cc1ccccc1,3%,4%,-6,?,?,-1%,-5
CC(=O)c1c(C)nc(Nc2nc(C)c3cc(C)ccc3n2)nc1C,8%,-1%,18,11%,4%,-3%,56*
CC1=C(C(=O)OCc2ccccc2)C(c2ccc(N3CCOCC3)cc2)NC(=O)N1 (configuration not stated),13%,5%,-5,-12%,·,-9%,-4
O=C(NNC1CC(=O)N(c2ccc(Br)cc2)C1=O)c1ccco1 (configuration not stated),5%,-6%,2,2%,-4%,6%,23
O=C(Nc1cccc(S(=O)(=O)N2CCCC2)c1)c1ccccc1OC(F)F,-7%,0%,-2,?,?,-4%,-26
ClCc1nnc(-c2ccccc2)o1,-1%,4%,11,16%,2.9µM*,?,17
C/C(=N\Nc1ccc([N+](=O)[O-])cc1)c1ccc(C#N)cc1,1%,-1%,-5,19%,59%[activator],6%,10
COc1ccc(NC(=O)CC(Cc2ccc(Cl)cc2)C(=O)O)cc1 (configuration not stated),2%,-13%,0,18%,21%,6%,3
CCOc1ccc(NC(=S)NCCCN2CCN(c3ccc(OC)cc3)CC2)cc1,-1%,-1%,6,-19%,?,-15%,-2
COc1ccccc1N1CCN(C(=O)CSc2nnc3n2C(C)(C)Cc2ccccc2-3)CC1,-7%,?,-7,0%,?,6.3µM*,-5
COc1ccc(-c2cnc3ccccc3n2)cc1NC(=O)CNC(=O)c1ccccc1,0%,5%,36*,?,11%,-5%,36
Cc1ccc(C)c(S(=O)(=O)NC(C)CCc2ccccc2)c1 (configuration not stated),3%,6%,-2,10%,9%,-18%,14
CCOC(=O)c1cc(C(C)C)sc1NC(=O)COC(=O)CCS(=O)(=O)c1ccccc1,-2%,1%,-2,9%,26%,?,11
CCN(CC)c1ccc(CN(C(=O)c2cc(OC)c(OC)c(OC)c2)C2CCS(=O)(=O)C2)cc1 (configuration not stated),0%,-9%,-3,0%[5.75 µM],?,9%,21
CCN(CC)C(=O)CN(c1ccc2c(c1)OCO2)S(C)(=O)=O,4%,0%,-1,-2%,·,5%,-5
Cc1c(C(=O)OCC(=O)Nc2ccc3c(c2)OCO3)cccc1[N+](=O)[O-],2%,-4%,15,13%,12%,2%,11
COc1ccc2c3n([n+]([O-])c2c1)CCN=C3c1ccc(C)cc1,·,10%,·,35%[activator],?,34%[activator],·
Cc1ccc(S(=O)(=O)N2CCC(C(=O)O)CC2)cc1,-3%,-6%,15,48%[activator],-1%,9%,29
COC(=O)C1=C(C(C)=O)C(c2ccc(C(=O)OC)cc2)n2nnnc2N1 (configuration not stated),5%,-2%,-4,22%,·,-13%,-6
CCOc1ccc(OCC)c(NS(=O)(=O)c2ccc3c(c2)n(C)c(=O)c(=O)n3C)c1,1%,3%,2,-23%,-29%,-8%&-22%,2
COc1ccc(C2CC(c3cccs3)=NN2S(C)(=O)=O)cc1OC (configuration not stated),0%,4%,-1,6%,-10%,?,28
CCCN(CCC)CC(=O)Nc1cccc2c1OCO2,-8%,2%,-1,12µM*,2%,?,-19
Cc1ccc2c(c1)N(CC(=O)NC1CCCc3ccccc31)C(=O)CO2 (configuration not stated),0%,-12%,2,-3%,8%,-2%,-5
CCOc1c2c(nc3ccc(Cl)cc13)CCC2,2%,2%,-6,-96%,3%,?,-22
CCOC(=O)CNC(=O)c1c(C)nn(C)c1Cl,-9%,-1%,3,36%[activator],?,6%,-4
CCOc1ccc(CCNC(=O)COC(=O)/C=C/c2ccccc2OC)cc1OCC,·,0%,·,?,-2%,?,·
O=C(Nc1ccc(Cl)cn1)c1cc(S(=O)(=O)N2CCCCC2)ccc1Cl,6%,4%,6,·,?,12%,17
Cc1c(NC(=O)CSc2nnnn2-c2ccc(F)cc2)c(=O)n(-c2ccccc2)n1C,-2%,4%,-3,?,32%[1.15 µM],3%,-8
CNC(=S)N(CCc1ccc(OC)c(OC)c1)Cc1cc2c(C)cc(C)cc2[nH]c1=O,-4%,-16%,-1,12µM*,?,0%,-18
COc1cnc(SCc2ccc(Cl)cc2Cl)nc1Cl,0%,-4%,22,9%,10%,?,42
C=CCNC(=O)c1ccc(-c2cccc([N+](=O)[O-])c2)o1,-2%,-2%,37*,-30%,53%[activator],-15%,69*
Cc1csc2nc(O)c(C(=O)NC3CCCCC3)c(=O)n12,·,1%,·,5.9µM*,12µM*,12%,·
CCN(CC)c1nc(N)c([N+](=O)[O-])c(NCCO)n1,-3%,2%,1,0%,8%,-10%,-4
O=C(O)c1cccc(Nc2ccc([N+](=O)[O-])c3nonc23)c1,-7%,-8%,1,21%,·,-4%,-6
CN(C)S(=O)(=O)c1ccc(C(=O)NCc2ccc3[nH]c4c(c3c2)CCCC4)cc1,-1%,4%,-3,?,-21%,?,-5
CCOc1ccc(NC(=S)N(Cc2ccc(N(C)C)cc2)Cc2ccco2)cc1,2%,5%,16*,0%,?,-12%,30*
O=C(NNC1CC(=O)N(c2ccc(Br)cc2)C1=O)c1cccs1 (configuration not stated),3%,4%,14,59%[activator],16%,-16%,35*
COc1ccc(NC(=O)Nc2nnc(-c3ccncc3)s2)cc1,-4%,-1%,19,36%[activator],0%,-13%,26
CC(=O)Nc1ccn(-c2ccccc2)n1,1%,-6%,31*,?,23%,-5%,52*
Cc1cc(C)n(CCc2nc(-c3ccc(-c4ccccc4)cc3)cs2)n1,-1%,-3%,58*,157%[activator],171%[activator],?,88*
CC(C)n1c(=O)c(C=Nc2ccc(S(N)(=O)=O)cc2)c(O)n(Cc2ccco2)c1=O,0%,5%,-2,-8%,0%,8%,-22

# Entries of single compounds, looked up by structure. Order of screens: LmPK inhibitor	TbPYK inhibitor	CHX counter	Pf growth 96h	Pf growth 48h	HCV inhibitor	Shiga toxin inh
# Listed for Cc1cc(C)n(CCc2nc(-c3ccc(-c4ccccc4)cc3)cs2)n1 = -1%	-3%	58*	157%[activator]	171%[activator]	?	88*
# Listed for O=C(NNC1CC(=O)N(c2ccc(Br)cc2)C1=O)c1cccs1 (configuration not stated) = 3%	4%	14	59%[activator]	16%	-16%	35*
# Listed for CCN(CC)c1nc(N)c([N+](=O)[O-])c(NCCO)n1 = -3%	2%	1	0%	8%	-10%	-4
# Listed for CN(C)S(=O)(=O)c1ccc(C(=O)NCc2ccc3[nH]c4c(c3c2)CCCC4)cc1 = -1%	4%	-3	?	-21%	?	-5
# Listed for O=C(O)c1cccc(Nc2ccc([N+](=O)[O-])c3nonc23)c1 = -7%	-8%	1	21%	·	-4%	-6

# Other entries.
SMILES,LmPK inhibitor,TbPYK inhibitor,CHX counter,Pf growth 96h,Pf growth 48h,HCV inhibitor,Shiga toxin inh
COC(=O)C1=C(C)NC(=S)NC1c1ccc(OCC(=O)N2CCCCC2)c(OC)c1 (configuration not stated),-6%,2%,1,12%,?,16%,-35
O=C1CC(=C(c2ccccc2)c2ccccc2)C(=O)N1CCCCN1CCN(c2cccc(Cl)c2)CC1,5%,3%,-1,-3%[5.75 µM],?,11µM*,-12
C/C(=N\NC(=O)C1CC1)c1ccc(Cl)cc1,-2%,3%,-3,5.2µM*,?,8%,-3
Fc1ccc(NCc2cccnc2)cc1,9%,-3%,-6,?,·,8%,-22
CCN(CC)CCn1c(=S)[nH]c2ccccc2c1=O,0%,3%,-1,?,1%,5%,-3
Cc1cc2nc(-c3ccc[nH]c3=O)n(Cc3cccc(F)c3)c2cc1C,12%,-1%,7,-1%,10%,15%,56
O=C(COC(=O)C12CC3CC(CC(O)(C3)C1)C2)Nc1ccc(Br)cc1F,·,-4%,·,371%[activator],i,-2%,·
O=c1cc(N2CCN(c3ccccc3)CC2)[nH]c(=O)n1-c1ccccc1Cl,1%,0%,-3,50%[activator],-7%,0%,4
COc1ccccc1N1CCN(C(=O)c2ccoc2C)CC1,0%,-9%,1,·,-7%,8%,-15
CC(=O)CCC(=O)O,·,1%,·,-4%,-2%,·,·
COc1ccccc1NC(=S)NCC1CCCCC1,1%,-17%,-4,4%,3%,?,13
O=C(N/N=C/c1c(O)ccc2ccccc12)c1cccnc1,1%,-5%,7,-6%,?,5µM*,-9
O=C(NC1CCCCCC1)c1cc(-c2ccccn2)nc2ccccc12,3%,6%,1,?,?,-9%,-12
CCN(CC)S(=O)(=O)c1ccc(NCCCn2ccnc2)c([N+](=O)[O-])c1,2%,-8%,-1,?,?,4%,-1
C1=C(c2cccc3ccccc23)N2CCN=C2S1,-5%,-4%,-4,13µM*,?,?,46
Cc1cccc(C(=O)NC(=S)N2CCN(C(=S)NC(=O)c3cccc(C)c3)CC2)c1,2%,-12%,-4,?,-12%,-14%,28
COc1ccc2c(c1)c1nc3n(c(=O)c1n2CC(=O)Nc1ccccc1)CCCS3,6%,-8%,-3,45%[activator],-5%,1%,-6
Cc1ccn2c(CNCc3cnn(C)c3)c(C(=O)N3CCCCCC3)nc2c1,-8%,-5%,-5,89%[activator],-12%,14%,-16
COCCn1c(-c2cc(OC)c(OC)c(OC)c2)nc2oc3cc(OC)ccc3c(=O)c2c1=O,-7%,3%,-1,?,?,-4%,3
COc1cccc(CNC(=O)CCc2nnc3ccc(NCCCN4CCCC4=O)nn23)c1,1%,-4%,10,-20%,4%,22%,1
CCOC(=O)N1CCN(C(=O)C(C)SCc2ccccc2)CC1 (configuration not stated),-2%,-1%,1,0%,6%,-6%,-3
CN(C)Cc1c(O)ccc2occ(C(=O)c3ccc(F)cc3)c12,-12%,-1%,3,152%[activator],-9%,16%,6
c1ccc2c(Oc3ccc4c(c3)OCO4)nncc2c1,-26%,-8%,29*,153%[activator],128%[activator],-2%,76*
N#Cc1ccc(C(=O)Nc2cccc3ncccc23)c(F)c1,1%,0%,-2,-13%,-3%,5%,-6
COc1ccc(NC(=O)Nc2cccc(C)n2)c(OC)c1,0%,2%&-6%,33*,?,7%,8%,39*
CCCc1cc(=O)n2[nH]c(NCc3c(F)cccc3Cl)nc2n1,0%,-4%&1%,4,12µM*,0%,3%,29
Cn1nc(CC(=O)NCc2cccc3ccccc23)c2ccccc2c1=O,-6%,-4%,-5,?,·,?,-13
